Source: PubChem BioAssay
RTF Ca sens act: cardiac RTF calcium sensitization. AID 493008. IANBD-labeled TnC RTF fluorescence at EC20 calcium; 0% EC20 calcium, 100% full calcium. activation, % at 7.2 µM. actives 0.24% (n = 340,000);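 active = activation above the mean over all tested compounds plus 3 SD, cut at about 30% in these data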;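 also: rise in fluorescence read as greater calcium sensitivity of cardiac thin filaments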
dFosB act: activators of mouse delta FosB homodimer | purified delta FosB, TAMRA-CDK5 oligo fluorescence polarization; percent of positive-control signal above neutral wells | activation, % at 25 µM | actives 0.99% (n = 340,000);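 active = mean activation above about 17%, with every replicate also reaching it, limit read from the data, passing the limit was not always enough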;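 also: fluorescence polarization rise as delta FosB binds a TAMRA Cdk5 AP-1 oligo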
Target sequence (P13346 whole entry, looked up): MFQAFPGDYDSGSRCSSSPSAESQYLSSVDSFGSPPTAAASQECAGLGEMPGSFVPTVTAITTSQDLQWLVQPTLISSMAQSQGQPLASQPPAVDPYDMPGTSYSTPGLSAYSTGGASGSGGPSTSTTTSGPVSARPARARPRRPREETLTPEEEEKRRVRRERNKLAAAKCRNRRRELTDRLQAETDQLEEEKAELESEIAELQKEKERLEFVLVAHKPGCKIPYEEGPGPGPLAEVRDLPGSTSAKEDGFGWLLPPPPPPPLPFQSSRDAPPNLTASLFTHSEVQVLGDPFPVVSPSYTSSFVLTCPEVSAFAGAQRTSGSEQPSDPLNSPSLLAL
CAL PDZ FP-1: inhibitors of human CAL PDZ peptide binding | Q9HD26 | purified CAL PDZ, TMR-peptide fluorescence polarization, 1 h | inhibition, % at 24.9 µM | actives 0.92% (n = 300,000) | AID 602252;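 active = mean inhibition of at least 30% with at least half of replicates also reaching 30%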;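 also: 0% = DMSO neutral control and 100% = excess unlabeled competitor peptide PRC23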
CAL PDZ FP-2: human CAL PDZ-peptide interaction inhibition | Q9HD26 | purified CAL PDZ, TMR-peptide fluorescence polarization, 1 h | inhibition, % at 20 µM | actives 0.02% (n = 330,000) | AID 504414;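 active = highest replicate inhibition of at least 40%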;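 also: plate controls were DMSO neutral control wells for no effect and unlabeled competitor peptide control wells for full effect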
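material = purified tagged CAL PDZ domain construct (CerCALP) | compound dosing = 20 µM, one dose | times = 1 h at RT | measured by = fluorescence polarization from S- and P-plane intensities, G-factor corrected | read-out = inhibition from polarization loss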
MITF act: MITF TRPM1 promoter activation in melanoma cells. SK-MEL-5 TRPM1-promoter luciferase, 24 h; % of positive control, neutral wells = 0. activation, % at 12.5 µM. actives 0.75% (n = 300,000). AID 588334;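 active = mean activation of at least 80% with every replicate also reaching 80%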;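 also: 0% = neutral control wells and 100% = parthenolide positive control wells; values of inactives mirror those of a sister screen read the other way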
Rtt109 HAT inh: C. albicans Rtt109 histone acetyltransferase inhibition. Q5AAJ8. purified Rtt109/Vps75, ThioGlo CoA-SH fluorescence, 4 h. inhibition, % at 34.9 µM. actives 0.16% (n = 330,000). AID 540336;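 active = inhibition of at least 50% in every replicate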
V-ATPase pH: regulators of yeast V-ATPase proton transport | response, % at 10 µM | actives 0.37% (n = 350,000) | S. cerevisiae, pHLuorin cytosolic pH fluorescence | AID 504577; in the data active = response mostly above about 7.3%, no sharp cut-off; inactive = mostly below about 5.4%; also: actives read high; inactives centre near 0; some compounds called inactive have numbers as strong as hits; reference of the scale not given here
Tat export inh: blocks Tat-dependent protein export in E. coli; E. coli MC4100 TorA-mCherry Tat export, fluorescence; inhibition, % at 10 µM; actives 0.036% (n = 340,000);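 active = mean replicate inhibition at least 50% and at least half of replicates individually reaching 50%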;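 also: exported cargo escapes ClpAP degradation while cytoplasmic cargo is degraded and loses fluorescence; 0% = median of neutral control wells and 100% = median of NaSCN control wells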
CDK5 inh: CDK5/p35 (human) kinase inhibition | Q00535+Q15078 | Recombinant CDK5/p35, ADP-Glo luminescence, 60 min | inhibition, % at 10 µM | actives 0.01% (n = 330,000) | AID 488839;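 active = highest replicate inhibition of at least 50% and at least 75% of replicates reaching 50%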;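 also: plate controls were DMSO neutral control for no effect and GW8510 at 10 µM for full effect; many of its hits are not listed in these tables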
Target sequence (Q00535 whole entry, looked up): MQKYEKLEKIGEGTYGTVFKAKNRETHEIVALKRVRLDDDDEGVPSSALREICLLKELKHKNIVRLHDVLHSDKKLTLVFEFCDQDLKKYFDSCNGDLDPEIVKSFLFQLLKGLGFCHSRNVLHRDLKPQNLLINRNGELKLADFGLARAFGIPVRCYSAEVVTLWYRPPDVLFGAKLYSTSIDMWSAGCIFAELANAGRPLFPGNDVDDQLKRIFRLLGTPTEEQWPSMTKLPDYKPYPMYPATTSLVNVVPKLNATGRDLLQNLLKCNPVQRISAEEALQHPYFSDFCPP
Target sequence (Q15078 whole entry, looked up): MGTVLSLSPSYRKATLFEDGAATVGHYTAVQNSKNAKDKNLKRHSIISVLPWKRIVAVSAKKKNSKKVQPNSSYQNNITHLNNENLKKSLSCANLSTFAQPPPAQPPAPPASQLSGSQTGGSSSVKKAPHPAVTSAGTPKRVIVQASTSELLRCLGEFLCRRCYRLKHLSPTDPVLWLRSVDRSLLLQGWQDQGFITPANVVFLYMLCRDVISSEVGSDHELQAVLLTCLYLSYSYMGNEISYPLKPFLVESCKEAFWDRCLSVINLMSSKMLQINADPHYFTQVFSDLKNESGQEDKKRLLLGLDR
Wnt act: Wnt/beta-catenin pathway activation | Wnt/beta-catenin reporter cell assay, activator, plate reader | activation, % at 9.35 µM | actives 1.2% (n = 300,000); in the data active = activation above about 30%, passing the limit was not always enough;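 also: 0% = neutral control wells and 100% = positive control wells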
* hit, by the source's call; · = no result given.

SMILES	RTF Ca sens act	dFosB act	CAL PDZ FP-1	CAL PDZ FP-2	MITF act	Rtt109 HAT inh	V-ATPase pH	Tat export inh	CDK5 inh	Wnt act
Cc1ccc(Oc2ccccc2/C=C/C(=O)O)cc1	-7	0	-4	-2.0	-17	-2	-1	-7	0.1	4
CC1=C(C(=O)NC(C)c2ccc3c(c2)OCCO3)C2(CCC(C)CC2)OC1=O (stereo unspecified)	-5	-11	·	-0.1	-6	3	1	0	0.6	-1
Cc1nc(SCC(=O)N2CCOCC2)c2c(=O)n(C)c(=O)n(C)c2n1	2	0	-4	0.5	-8	-13	-1	-4	0.0	5
CCOC(=O)c1nc(C)[nH]c1C(=O)OCC	-5	2	-1	-0.5	-5	-11	0	0	0.5	-4
Clc1ccc(-c2nnc(-c3ccco3)o2)cc1	-5	-16	0	-4.4	59	4	-3	-1	0.4	38*
CCCCNC(=O)CC1SC(=NCC)N(CC)C1=O (stereo unspecified)	5	7	·	0.1	-3	10	1	6	-0.4	-5
CCn1cc(S(=O)(=O)c2ccc(C)cc2)c(=O)c2cc(OC)ccc21	2	3	3	-1.0	1	-3	1	0	0.1	-2
OCCn1c(C(F)(F)F)nc2ccccc21	2	-2	-1	1.0	-3	6	0	8	0.6	·
CCOC(=O)c1ccccc1NC(=O)COC(=O)CC1CCCCC1	-6	-7	2	-2.8	8	-4	2	26	-1.0	1
O=C(O)c1ccc2c(c1)C(=O)N(c1cccc(-c3nc4ccccc4s3)c1)C2=O	-1	1	-4	-3.1	1	-4	3	15	1.3	-2
CC(=O)[C@@]1(O)CC[C@H]2[C@@H]3C[C@H](C)C4=CC(=O)CC[C@]4(C)[C@H]3CC[C@@]21C	7	-12	-4	-1.0	11	7	0	2	0.8	-3
CCN(C(=O)COC(=O)c1cc(=O)[nH]c2ccccc12)C1CCS(=O)(=O)C1 (stereo unspecified)	0	-1	-3	-0.7	-5	-2	-2	3	1.4	2
CCN(CC)c1ccc(S(=O)(=O)N2CCOCC2)cc1NC(=O)COC(=O)c1ccco1	-5	-8	-5	-1.4	-3	4	1	-1	0.4	-4
Oc1ccc(-c2csc(Nc3ncccn3)n2)c(O)c1	3	-1	-7	0.8	104*	8	15*	1	-2.7	94*
CCCC(=O)C1=C(O)C(C(=O)OC)C(C)(C)CC1=NC (stereo unspecified)	-5	-2	·	-0.5	-16	-8	0	-5	-0.1	·
CCN(CC)C(=O)CSc1nc(-c2ccccc2)ccc1C#N	1	-7	·	-0.7	-9	-9	2	2	-0.2	-1
Cc1nc2ccc(NC(=O)c3c(-c4ccccc4)noc3C)cc2s1	-4	-5	-2	-2.7	-4	-8	-2	6	-0.7	-6
CCC(=O)c1cc2c(C)cc(=O)oc2c(C)c1OC	0	-5	·	0.2	-4	-11	-3	-5	0.2	·
CN1CCN(C(=O)CSc2cc(=O)n(C)c3ccccc23)CC1	-5	0	4	-0.7	-1	-4	0	-2	-0.6	-5
CCOC(=O)C1CCN(C(=O)Cc2cccc3ccccc23)CC1	5	-5	-3	-0.1	-4	11	-1	-1	1.2	·
CCOC(=O)c1cc(C#N)c(N2CCCC2)nc1-c1ccccc1	-3	-10	·	-0.9	-5	-9	-1	16	-2.4	·
c1ccc(CCCc2nc(-c3cccnc3)no2)cc1	0	-8	-2	-0.5	29	0	-1	-7	0.3	3
CCOC(=O)C1=C(O)CSC1=Nc1ccc(Cl)cc1	-1	-16	·	-2.3	5	-1	2	4	5.8	·
Clc1cnc(N/N=C/c2ccncc2)c(Cl)c1	10	-1	-6	-1.7	6	-1	-3	11	-1.5	0
CCn1cc(Br)c(C(=O)Nc2sc3c(c2C(N)=O)CCCC3)n1	-2	76*	1	-2.2	23	-11	-1	3	0.0	·
Cc1ccc(S(=O)(=O)N2CCCCC2)cc1C(=O)OC(C)C(=O)NCC1CCCCC1 (stereo unspecified)	4	2	0	-2.1	-6	5	-1	3	-1.3	-1
Cc1c(O)c(S(=O)c2ccccc2)c(=O)n(-c2ccccc2)c1-c1ccccc1 (stereo unspecified)	2	-4	-5	-0.2	-10	3	3	-3	·	·
O=C(Nc1ccccc1)N1CCSCC1	7	-18	-1	-1.7	5	3	0	4	-2.1	2
CCn1c(C)nc2cc(C(=O)NNS(=O)(=O)c3cc(Br)ccc3Br)ccc21	4	1	-6	0.2	-6	10	-1	5	0.8	-2
Cc1ccc(S(=O)(=O)N[C@H](C(=O)NCC2CCC(C(=O)O)CC2)C(C)C)cc1 (stereo partly specified)	14	-2	-5	·	11	-4	3	-10	-0.3	1
CC(C)CC(NC(=O)C(CO)NC(=O)C1CCC(=O)N1)C(N)=O (stereo unspecified)	-3	7	-2	-1.5	9	-4	-3	-4	0.9	5
O=C(NCCc1ccccc1)c1ccc(NC(=O)c2cccnc2)cc1	-4	-13	-2	0.0	-7	-2	-4	-5	1.7	-2
Cc1ccc(-c2cc(C(F)(F)F)n3ncc(C(=O)NCc4ccco4)c3n2)cc1	-1	1	·	-0.4	-8	-6	-7	-5	1.2	·
Fc1ccc(N2CCN(Cc3cnc(Oc4ccc(Br)cc4)s3)CC2)cc1	0	-9	-1	0.0	2	-8	-1	15	0.4	-1
CC(C)=CCC[C@](C)(O[C@@H]1O[C@H](CO[C@@H]2OC[C@@H](O)[C@H](O)[C@H]2O)[C@@H](O)[C@H](O)[C@H]1O)C1CC[C@]2(C)C1[C@H](O)CC1[C@@]3(C)CC[C@H](O[C@@H]4O[C@H](CO)[C@@H](O)[C@H](O)[C@H]4O)C(C)(C)C3CC[C@]12C (stereo partly specified)	1	-5	-3	-0.3	6	21	0	17	-1.3	-2
CC(C)N(C)C1=CC(=O)C(N(C)C(C)C)=CC1=O	0	-3	-4	0.5	-19	-3	3	-6	1.8	4
CCOC(=O)c1c(-c2ccc(C)cc2)csc1NC(=O)C1CC=CCC1C(=O)O (stereo unspecified)	-2	-17	0	-1.6	18	25	0	3	-1.1	-2
Cc1ccccc1-n1c(=O)cc(NCC2CCCO2)[nH]c1=O (stereo unspecified)	-4	-2	-2	-2.1	2	0	2	17	1.4	1
Cc1ccc(OCC(=O)Nc2ccc3c(c2)OCO3)cc1C	0	-5	-3	-1.6	2	3	0	-2	1.2	1
COc1ccc(CCNC(=O)C2CCCN(S(=O)(=O)c3cnc[nH]3)C2)cc1OC (stereo unspecified)	-2	-5	·	0.4	0	2	4	6	-0.5	0

Only CAL PDZ FP-2 and RTF Ca sens act, for 5 of the compounds above:
molecule,CAL PDZ FP-2,RTF Ca sens act
CC(C)=CCC[C@](C)(O[C@@H]1O[C@H](CO[C@@H]2OC[C@@H](O)[C@H](O)[C@H]2O)[C@@H](O)[C@H](O)[C@H]1O)C1CC[C@]2(C)C1[C@H](O)CC1[C@@]3(C)CC[C@H](O[C@@H]4O[C@H](CO)[C@@H](O)[C@H](O)[C@H]4O)C(C)(C)C3CC[C@]12C (stereo partly specified),-0.3,1
CC(C)N(C)C1=CC(=O)C(N(C)C(C)C)=CC1=O,0.5,0
CCOC(=O)c1c(-c2ccc(C)cc2)csc1NC(=O)C1CC=CCC1C(=O)O (stereo unspecified),-1.6,-2
Cc1ccccc1-n1c(=O)cc(NCC2CCCO2)[nH]c1=O (stereo unspecified),-2.1,-4
Cc1ccc(OCC(=O)Nc2ccc3c(c2)OCO3)cc1C,-1.6,0

The list continues:
SMILES	RTF Ca sens act	dFosB act	CAL PDZ FP-1	CAL PDZ FP-2	MITF act	Rtt109 HAT inh	V-ATPase pH	Tat export inh	CDK5 inh	Wnt act
Cc1ccc(/C=C2/Sc3ccc(C(=O)N4CCN(C)CC4)cc3NC2=O)cc1	3	5	-1	-1.2	33	15	4	0	-0.8	0
O=C1CSC2(CCCCC2)N1CCO	-3	-6	-2	-0.7	·	-23	1	6	-1.2	-1
Cc1ccc(-n2cc3ccc([N+](=O)[O-])cc3n2)cc1	-1	4	-15	-6.0	-2	7	1	-5	0.1	45*
CS(=O)(=O)N1CCSC1c1ccc(Br)cc1 (stereo unspecified)	1	-2	-6	0.3	10	6	-4	-3	0.8	3
O=C(NCCc1ccccc1)c1nc(-c2cccs2)no1	-2	3	-2	-3.1	55	·	0	1	-4.2	2
Cc1ccc(-n2cc(CNCCc3cscn3)c(-c3ccc(F)cc3)n2)cc1	-7	-5	-5	-2.7	-45	-6	1	-3	2.1	2
COc1ccc(NC(=O)CN(C)Cc2c(F)cccc2Cl)cc1S(=O)(=O)N1CCCCC1	-1	-5	3	-2.6	-3	16	2	0	-0.2	2
CC(C(=O)Nc1ccc(S(=O)(=O)N2CCCC2)cc1)N1CCc2ccccc2C1 (stereo unspecified)	1	-7	-4	-0.2	-11	-5	-3	-3	0.2	-2
[N-]=[N+]=CC(=O)CNC(=O)[C@@H](Cc1ccccc1)N1C(=O)c2ccccc2C1=O	7	-1	-4	1.1	-3	5	2	-8	-0.8	·
CCC(=O)N1CCc2cc(S(=O)(=O)NCCC(=O)NC3CCCCCC3)ccc21	-1	-9	-6	-0.6	-8	-9	-1	4	4.0	-3
COCc1cc(=O)oc2cc(NC(=O)c3ccc(C(C)(C)C)cc3)ccc12	9	6	-4	-0.7	-2	-2	-2	2	1.1	·
Cc1ccc(-c2csc(N(Cc3ccco3)C(=O)c3cccs3)n2)cc1	5	-4	-3	-1.4	3	-5	1	-11	0.5	·
COc1ccc(C(OCC(O)CN2CCC(O)CC2)c2ccc(OC)cc2)cc1 (stereo unspecified)	-2	3	-4	-2.4	7	-3	-4	-5	-0.9	0
CC(=O)c1ccc(NC(=O)c2sc3nc(C)c(C)c(C)c3c2N)cc1	3	-10	7	-1.0	55	-6	0	2	0.1	22
CCCOc1ccc(OCCOCCNCc2ccccc2)cc1	4	-4	·	-0.6	-4	-1	-3	1	0.4	·
CCCCCCN1N=C(C)C(C(=O)c2ccc(Cl)cc2)C1=O (stereo unspecified)	5	-4	-3	-3.9	·	27	-3	18	0.5	1
CC(C)CCn1c(=O)c2ccccc2n2c(CN3CCOCC3)nnc12	-3	-4	-5	-1.8	21	1	0	7	0.5	2
Cc1cc(NC(=O)c2ccc(NC(=O)C3CCCO3)cc2)ccc1Br (stereo unspecified)	4	-10	-4	-2.9	30	2	-1	-3	2.4	17
CC(C)Cc1nnc(NC(=O)c2ccc3c(c2)NC(=O)C(C)S3)s1 (stereo unspecified)	4	-10	2	-1.5	14	0	-3	14	3.7	3
O=C(c1cc(Cl)ccc1Cl)N1CCN(c2ccccn2)CC1	-1	2	-3	0.3	-7	10	0	3	-0.7	0
COCCN(C(=O)CSc1n[nH]c(-c2ccccc2)n1)c1c(N)n(Cc2ccccc2)c(=O)[nH]c1=O	2	0	-4	-2.4	7	1	-3	-6	0.4	0
CCCCOC(=O)Cn1c(=O)c2c(nc(Br)n2Cc2ccccc2)n(C)c1=O	2	-6	-1	-0.6	·	10	-1	2	-0.2	4
CCCCN(C(=O)CSc1nnc2ccccn12)c1c(N)n(Cc2ccccc2)c(=O)[nH]c1=O	-4	2	-2	-2.6	9	-10	-2	-23	-0.3	-4
Cc1noc(N)c1C1(O)C(=O)N(C(C)C)c2ccccc21 (stereo unspecified)	0	1	0	0.4	4	2	1	-3	-1.6	0

Hits appear at their usual frequency; overall some 4.1% were active at least once.
